Source: PubChem
aSyn rescue = inhibitors of alpha-synuclein toxicity in yeast | Yeast expressing alpha-synuclein, growth rescue, BacTiter-Glo, 24 h | Potency, µM (series often up to 46.1 µM), inactives show at the top dose growth rescue (activation), most hits filed as activators | 370,000 tested, 0.14% active; also: potency is read from the fitted curve at half-maximal effect; % of control where 0% means no effect; nearly all actives have a fitted effect of over 65% in size
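Rescue of yeast growth: cells expressing toxic alpha-synuclein, induced in galactose at OD600 0.02, incubated with compound 24 h at 30 C. ATP luminescence quantified growth; inhibitors of toxicity appear as activators.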
D3 antag = D3 dopamine receptor (human) antagonism. P35462. D3R cells, DiscoveRx beta-arrestin luminescence, antagonist mode; hits give low values. max response, negative = inhibition, %. 360,000 tested, 2.5% active; in the data active = max response below about -50%; inconclusive = no clear call, values can overlap the other calls; also: % is scaled to controls: 0 for no effect and ±100 for the full control effect; mostly tested at two doses, the higher about 12 µM
Target sequence (P35462 whole entry, looked up): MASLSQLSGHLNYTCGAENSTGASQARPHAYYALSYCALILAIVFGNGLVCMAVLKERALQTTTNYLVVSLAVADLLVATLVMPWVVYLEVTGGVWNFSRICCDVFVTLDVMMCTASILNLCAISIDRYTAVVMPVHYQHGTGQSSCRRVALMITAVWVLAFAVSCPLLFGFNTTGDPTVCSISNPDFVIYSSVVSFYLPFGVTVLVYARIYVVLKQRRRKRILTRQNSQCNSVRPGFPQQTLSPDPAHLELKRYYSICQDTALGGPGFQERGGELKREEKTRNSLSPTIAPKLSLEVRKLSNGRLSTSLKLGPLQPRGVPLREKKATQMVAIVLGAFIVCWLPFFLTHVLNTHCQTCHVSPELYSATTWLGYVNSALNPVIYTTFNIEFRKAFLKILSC
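Cells expressing the human receptor were seeded at 1500 cells/well, incubated overnight at 37 degrees C in 5% CO2, then exposed to library compounds with dopamine controls for 90 minutes at 37 degrees C before luminescent detection.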
TDP43 rescue = TDP-43 toxicity inhibition in yeast. 410,000 tested, 1.8% active. TDP-43 expressing yeast growth rescue, BacTiter-Glo, 24 h. Potency, µM (top dose mostly 46.1 µM), inactives show top-dose growth rescue (activation), hits mostly activators. AID 652104; also: potency is read from the fitted curve at half-maximal effect; % of control where 0% means no effect; nearly all actives have a fitted effect of over 50% in size
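Growth rescue of TDP-43-toxic yeast measured as ATP luminescence (BacTiter-Glo). Cells grown to mid-log in raffinose, induced in galactose at OD600=0.02, exposed to compound 24 hr at 30 deg C.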
EPAC2 antag = EPAC2 (human) antagonism | EPAC2 GEF exchange of Rap1B-BODIPY-GDP, fluorescence | 360,000 tested, 0.18% active | Potency, µM (top dose mostly 114 µM), for inactives: top-dose activity, negative = inhibition, usual class: inhibitors | AID 720708 | Q8WZA2; also: potency is read from the fitted curve at half-maximal effect; % is scaled to controls: 0 for no effect and ±100 for the full control effect; nearly all actives have a fitted effect of over 45% in size; many of its hits are not listed in these tables
FUS yeast rescue = rescues growth of FUS-expressing yeast; S. cerevisiae FUS-expressing, growth rescue, OD600, 24 h; Potency, µM (series often up to 76.6 µM), inactives show top-dose growth rescue (activation), hits mostly activators; 390,000 tested, 0.24% active;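 also: potency is read from the fitted curve at half-maximal effect; plate controls were DMSO vehicle for no effect and reference control for full effect; nearly all actives have a fitted effect of over 55% in size; some results filed as inactive show a strong effect at the top dose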
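Toxicity suppression screen in FUS-yeast. Cells induced with 2% galactose, starting OD 0.005, treated 24hr at 30C with compounds at multiple final concentrations; growth by OD600.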
Abeta yeast res = compounds reversing amyloid beta toxicity in yeast; yeast expressing A-beta42, growth rescue, OD600, 48 h; response scale: 0% DMSO, 100% iron-clioquinol control; Potency, µM (series often up to 46.1 µM), without a hit: top-dose growth rescue, usual class: activators; 410,000 tested, 0.063% active; AID 1347071; also: potency is read from the fitted curve at half-maximal effect; nearly all actives have a fitted effect of over 55% in size
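Growth rescue measured by 600 nm absorbance after 48 h yeast culture at 30 C with compound. Values normalized between DMSO and an equimolar ferric chloride plus clioquinol control.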
DRD3 agonist = activates the human D3 dopamine receptor; D3R DiscoveRx beta-arrestin cells, luminescence, 90 min; max activation, %; 410,000 tested, 0.58% active; AID 652048; in the data active = max activation above about 30%; also: 0% is about no effect; mostly tested at two doses, the higher about 12 µM
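Cells at 1500/well, incubated overnight, then treated with pinned compounds (dopamine as control) for 90 min at 37 degrees C. DiscoveRx reagent added for 30 - 60 minutes at room temperature; luminescence read.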
EPAC2 agonist = activates human EPAC2 exchange factor. Q8WZA2. EPAC2 activation, biochemical qHTS; response scale: 100% = 6.5 mM cAMP response. 360,000 tested, 0.079% active. AID 720711. Potency, µM (titrated, usually from 154 µM), inactives show at the top dose activation, actives largely listed as activators; also: potency is read from the fitted curve at half-maximal effect; nearly all actives have a fitted effect of over 50% in size
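EPAC2 (100 nM) mixed with Rap1B loaded with BODIPY-GDP (250 nM) plus 50 uM unlabeled GDP; compounds pinned in, 5 min RT, then read every 5 min for 30 min (ex 480, em 540 nm). Normalized to cAMP control.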
* = called active by the depositor; ? = inconclusive; / = not tested or not shown; & = joins results of further samples; [ ] = another dose, or the depositor's remark. Unless noted, calls follow the shape of the dose curve; as a rule, active = well fitted curve in the direction sought with a large enough effect; inconclusive = small, poorly fitted or top-dose-only effect, or another doubt; inactive = no such curve, though single readings can be large; an effect the other way counts as inactive or inconclusive. This is a subset; rates above refer to the full screens.

Every second line gives: aSyn rescue	Abeta yeast res	EPAC2 agonist	DRD3 agonist	D3 antag	TDP43 rescue	EPAC2 antag	FUS yeast rescue
(1) CS(=O)(=O)c1ccc(Cl)c(NC(=O)COC(=O)CCN=C2NS(=O)(=O)c3ccccc32)c1
→ -2%	-5%	-3%	-17	-6	-2%	7%	8%
(2) COc1ccccc1OCCNC(=O)Nc1cc(F)c(F)cc1Cl
→ 2%	-13%	-1%	-3	11	11%	7%	0%
(3) O=C(Nc1ccc(Cl)cc1)N(Cc1cccs1)Cc1cccs1
→ -8%	18%	5%	-2	26	7%	8%	16%
(4) CC(=O)c1sc(NC(=O)c2ccco2)nc1-c1ccccc1
→ -4%	-9%	8%	0	7	22%	-3%	-12%
(5) Cc1ccc(C(=O)Nc2cc3nn(-c4ccccc4)nc3cc2Cl)c(C)c1
→ /	-11%	/	-5	/	18%	/	-16%
(6) CN(C)CCOC(=O)C12CC3CC(C1)CC(C(=O)OCCN(C)C)(C3)C2
→ 28%	22%	6%	-5	-11	28%	13%	-3%
(7) CCS(=O)(=O)Nc1ccc(C2=NN(C(=O)c3ccco3)C(c3cccs3)C2)cc1 (stereo not given)
→ 1%	-4%	9%	-1	4	6%	-3%	6%
(8) CNC(=O)c1[nH]cnc1C(=O)Nc1ccccc1
→ -12%	-1%	6%	9	6	16%	8%	-15%
(9) CC1=C(C(=O)OC2CCCCCC2)C(c2ccccc2Cl)CC(=O)N1 (stereo not given)
→ /	11%	/	0	/	?	/	-4%
(10) Cc1cc(NC(=O)CSc2nc(=O)n3cccc(C)c3n2)no1
→ -17%	2%	5%	5	6	0%	-2%	-22%
(11) COc1ccc(-c2ccc3c(c2)S(=O)(=O)c2cccc(C(=O)N4CCN(C5CCCCC5)CC4)c2C3=O)cc1OC
→ 7%	2%	3%	20	80	18%	7%	32%
(12) O=C(CCc1nc2ccccc2c(=O)[nH]1)N1CCN(S(=O)(=O)c2cccc([N+](=O)[O-])c2)CC1
→ 1%	-8%	11%	5	-9	-24%	0%	12%
(13) CCOC(=O)c1c(C)n(-c2ccc(C)cc2)c2ccc(O)c(CN(C)C)c12
→ 0%	-2%	6%	5	6	-2%	15%	11%
(14) COCCNC(=O)C1(C)Cc2c(-c3ccc(N(C)C)cc3)ccnc2O1 (stereo not given)
→ 1%	-12%	4%	-3	21	25%	1%	0%
(15) COc1ccc(Br)c(Cn2c(C)c(C(=O)N(C)Cc3ccc(F)cc3)sc2=O)c1
→ 12%	-12%	9%	0	10	?	-6%	?
(16) Fc1ccc(-c2nnc3n2CCCCC3)cc1
→ 1%	-20%	10%	-4	-5	-11%[9.22 µM]	1%	-4%
(17) CCCCCc1cc(=O)oc2c(C(CCN3CCCC(C)C3)c3ccc4c(c3)OCO4)c(OC)cc(OC)c12 (stereo not given)
→ -29%	3%	14%	-32	0	-4%	-16%	24%
(18) COc1ccccc1NS(=O)(=O)c1cc(Cl)ccc1OC
→ 2%	7%	-4%	1	-8	?	-12%	-3%
(19) CCS(=O)(=O)c1ccc2c(c1)NC(=O)C(CCO)O2 (stereo not given)
→ -1%	-2%	1%	4	0	7%	7%	6%
(20) COc1ccc(CCNC(=O)CSCc2ccc([N+](=O)[O-])cc2)cc1
→ 9%	12%	0%	-4	-1	?	-1%	/
(21) Cc1ccc(-n2ncc(C(=O)NCCN3CCc4ccccc4C3)c2C2CCN(C(=O)OC(C)(C)C)CC2)c(C)c1
→ /	15%	/	-29	/	7%	/	40%
(22) COc1cc(CC(NC(C)=O)C(=O)NC2CCN(C(=O)c3ccc(C)cc3)CC2)cc(OC)c1 (stereo not given)
→ 3%	2%	18%	2	21	5%	4%	-6%
(23) COc1ccc2[nH]c(C)c(C(=O)CN(C)CC3OCCO3)c2c1
→ 11%	7%	16%	17	8	14%	16%	-9%
(24) COc1ccc(C=NOCC(=O)OCC(=O)Nc2ccc(OC)cc2)cc1
→ -10%	8%	-3%	4	4	?	-5%	/
(25) Cc1ccc(N2CCN(C(=O)NCc3noc4ccccc34)CC2C)cc1 (stereo not given)
→ /	46%	/	1	/	?	/	1%
(26) Cc1ccc(F)cc1S(=O)(=O)Nc1cccc(C(=O)N2CCCC(C(N)=O)C2)c1 (stereo not given)
→ 7%[1.84 µM]	-1%	5%	0	5	14%	5%	9%
(27) CC1Cc2ccccc2N1C(=O)C1CCCCN1S(=O)(=O)c1ccccc1 (stereo not given)
→ 4%	-5%	12%	9	15	5%	-7%	0%
(28) COc1cc(NC(=O)COC(=O)C2CC2)c(C)cc1[N+](=O)[O-]
→ ?	1%	-4%	-3	-1	-3%	0%	/
(29) Cc1ccc(-c2nc(CS(=O)CC(=O)N3CCN(c4cccc(Cl)c4)CC3)c(C)o2)cc1 (stereo not given)
→ /	-12%	/	-5	/	32µM*	/	?
(30) Cc1ccc(S(=O)(=O)N(C)C)cc1NC(=O)COC(=O)c1c(-c2ccccc2)noc1C
→ -3%	21%	-2%	8	13	0%	3%	9%

The listing continues.
Every second line gives: aSyn rescue	Abeta yeast res	EPAC2 agonist	DRD3 agonist	D3 antag	TDP43 rescue	EPAC2 antag	FUS yeast rescue
(31) O=C(Nc1cccc(Cl)c1)c1ccc(NCCCN2CCOCC2)c([N+](=O)[O-])c1
→ 1%	9%	18%	-12	-89*	-13%	-11%	26%
(32) Cc1cc(C)n(-c2ccc(C(=O)OCC(=O)Nc3cc(Cl)ccc3[N+](=O)[O-])cc2)n1
→ 1%	8%	13%	1	-7	-9%	-13%	/
(33) CCC(Sc1ccc2nnc(-c3cccnc3)n2n1)C(=O)O (stereo not given)
→ -1%&0%	-12%	11%	-5	?	0%	16%	-20%
(34) C/C(=N\NC(=O)c1nnn(-c2nonc2N)c1C(C)C)c1ccc2ccccc2c1
→ -7%	0%	5%	1	1	0%	2%	-18%
(35) Cc1ccccc1OCc1nc(-c2ccc(Br)o2)no1
→ 0%	4%	7%	9	-3	23%	0%	-16%
(36) O=C(Nc1ccc(F)cc1F)c1cc(-c2ccc(Cl)cc2)on1
→ /	-15%	/	-8	/	1%	/	-2%
(37) Cc1c(NC(=O)COC(=O)/C=C/c2cccc(Cl)c2)c(=O)n(-c2ccccc2)n1C
→ 1%	-19%	9%	1	-3	3%	2%	13%
(38) COc1ccc(-n2ccc3ccccc32)cc1
→ 0%	-9%	-2%	-8	0	0%	-21%	-23%
(39) O=C(Nc1ccc(SC(F)F)cc1)c1cccc2nc3ccccc3nc12
→ -5%	-3%	-1%	-7	3	-4%	0%	-9%
(40) COc1cc(OC)c2c(-c3ccccc3)cc(=O)oc2c1C(CC(=O)N1CCOCC1)c1ccc2c(c1)OCO2 (stereo not given)
→ 4%	-1%	10%	5	14	-3%	?	?
(41) Cc1nn2c(COc3ccc(NC(=O)c4ccccc4Cl)cc3)nnc2c2ccccc12
→ ?	0%	-7%	-2	6	-4%	-11%	22µM*
(42) c1ccc(C(c2ccccc2)c2nc(-c3cccnc3)no2)cc1
→ -57%[inhibitor]	5%	12%	7	22	19%	-10%	28%
(43) COc1ccc(CNc2ncnc3cc(OC)c(OC)cc23)cc1
→ 9%	-2%	5%	0	-7	23%	6%	6%
(44) CC(C)CCNC(=O)COc1ccc(N(C)S(=O)(=O)c2ccc(F)cc2)cc1
→ 12%	14%	1%	-3	-7	-5%	-19%	21%
(45) COc1ccc(CCNC(=O)CCn2c(=O)[nH]c3cc(OC)c(OC)cc3c2=O)cc1OC
→ 1%	16%	-8%	3	0	15%	4%	-7%
(46) COc1ccc(S(=O)(=O)N2CCN=C2SCc2cccc(F)c2)cc1
→ 10%	-3%	17%	-6	-5	?	-11%	-6%
(47) COC(=O)c1ccccc1NC(=O)N1CCN(c2ccccc2F)CC1
→ -5%	-15%	7%	12	-1	-16%[0.397 µM]	3%	17%
(48) COc1ccc(CCNC(=O)Nc2ccc3nc([C@@H]4O[C@H](CO)[C@@H](O)[C@H](O)[C@H]4O)[nH]c3c2)cc1Br
→ -2%	-7%	4%	2	9	11%	1%	-8%
(49) Cc1ccc(NC(=O)CN2C(=O)CCS(=O)(=O)c3ccccc32)cc1Cl
→ -5%	-8%	14%	-1	-12	-6%	0%	17%
(50) CSc1ccc(-c2nc(CN(C)C3CCOC3)c(C)o2)cc1 (stereo not given)
→ -5%	-19%	7%	-13	-25	-14%	0%	-26%
